KLK7 zymogen act = proKLK7 zymogen activators, primary screen, biochemical, fluorescence intensity; Kallikrein-7 (Homo sapiens), P49862; purified proKLK7, EDANS-DABCYL substrate fluorescence; 100% is mature enzyme control, 0% vehicle; activation, % at 7 µM; 370,000 tested, 0.9% active;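 active = activation above the mean of all tested compounds plus 3 SD, computed per campaign excluding outliers beyond control limits, cut at about 13% in these data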
Tn6 DDE FP = inhibitors of Tn6 peptide binding to fibrin DD(E), primary screen, biochemical, fluorescence polarization, human fibrin, Tn6 probe | Fibrinogen beta chain (Homo sapiens), P02675 | Fibrin DD(E) TRITC-Tn6 fluorescence polarization displacement | inhibition, % at 8.3 µM | 370,000 tested, 0.21% active;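 active = inhibition above a per-campaign cutoff: mean of compounds within control limits plus 3 SD, cut at about 15% in these data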;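 note: 0% = median of all compound wells on the plate and 100% = blocking peptide control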
Rev-erbA mod = modulators of Rev-erb alpha DNA binding, primary screen, biochemical, FITC-DNA, fluorescence polarization, uHTS | 370,000 tested, 0.79% active | activity, % at 10 µM | Rev-erbα–FITC-DNA binding, 90 min | AID 1259318, 2017;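 active = activity above about 14%, limit read from the data; passing the limit was not always enough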;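 note: 0% = DMSO wells with 35 nM protein and 100% = DMSO wells with 750 nM protein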
Target sequence (P20393 whole entry, looked up): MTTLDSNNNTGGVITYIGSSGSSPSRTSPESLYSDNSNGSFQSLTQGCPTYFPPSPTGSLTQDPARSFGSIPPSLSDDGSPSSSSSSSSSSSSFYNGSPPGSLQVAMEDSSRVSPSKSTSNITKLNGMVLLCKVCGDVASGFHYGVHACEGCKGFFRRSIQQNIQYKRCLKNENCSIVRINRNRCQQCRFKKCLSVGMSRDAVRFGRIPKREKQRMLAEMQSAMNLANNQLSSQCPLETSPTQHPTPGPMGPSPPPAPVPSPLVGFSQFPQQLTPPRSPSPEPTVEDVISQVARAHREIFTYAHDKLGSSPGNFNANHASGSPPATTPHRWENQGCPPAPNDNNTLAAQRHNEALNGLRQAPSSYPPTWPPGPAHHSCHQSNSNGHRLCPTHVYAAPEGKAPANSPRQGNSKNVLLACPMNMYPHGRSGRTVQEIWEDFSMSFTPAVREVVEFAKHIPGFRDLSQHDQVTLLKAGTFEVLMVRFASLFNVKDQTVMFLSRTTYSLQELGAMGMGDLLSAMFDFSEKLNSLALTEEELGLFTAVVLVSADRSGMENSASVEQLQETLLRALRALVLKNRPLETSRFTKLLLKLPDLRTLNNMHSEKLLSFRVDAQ
DDE Tn7 FP inh = inhibitors of Tn7 peptide binding to fibrin DD(E), primary screen, biochemical, fluorescence polarization, human fibrin, Tn7 probe; FP displacement of FITC-Tn7 peptide from fibrin DD(E); 0% = median of compound wells per plate; inhibition, % at 8.3 µM; 370,000 tested, 0.13% active; AID 720508, 2013; Fibrinogen beta chain (Homo sapiens), P02675;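 active = inhibition above the mean of compounds falling within the control limits plus 3 SD of them, cut at about 14% in these data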;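 note: 0% = plate median of compound wells and 100% = 10 µM Aha-Tn7 peptide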
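Assay system: Human fibrin DD(E) protein | Medium: Tris buffer with calcium and detergent, pH 7.8 | Reagent: 0.1 µM fluorescent Tn7 | Compound dosing: Single point at 8.3 µM | Times: 10 min preincubation, 3 h with tracer, room temperature | Detection: Fluorescence polarization of the labelled Tn7 tracer | Controls: Aha-Tn7 high control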
UHRF1 binding = UHRF1 methylated DNA binding inhibitors, primary screen, counter-screen for MBD2 inhibitor project, biochemical, TR-FRET, human UHRF1, single concentration; UHRF1 binding to methylated oligo; inhibition, % at 4.4 µM; 370,000 tested, 0.75% active; in the data active = inhibition above about 21%;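 note: UHRF1 SRA domain binding a hemimethylated CpG hairpin DNA probe; 0% = median of test compound wells and 100% = reference inhibitor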
sPLA2-III inh = human group III sPLA2 inhibitors, primary screen, biochemical, QFRET, BODIPY PC-A2 liposome substrate; inhibition, % at 12.2 µM; Group 3 secretory phospholipase A2 (Homo sapiens), Q9NZ20; AID 743126, 2013; 370,000 tested, 0.56% active; QFRET BODIPY PC-A2 liposome hydrolysis, fluorescence;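 active = inhibition above mean plus 3 SD of compounds lying within the high and low control bounds, cut at about 19% in these data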;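 note: 0% = median of test compound wells and 100% = no enzyme DMSO wells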
Target sequence (Q9NZ20 whole entry, looked up): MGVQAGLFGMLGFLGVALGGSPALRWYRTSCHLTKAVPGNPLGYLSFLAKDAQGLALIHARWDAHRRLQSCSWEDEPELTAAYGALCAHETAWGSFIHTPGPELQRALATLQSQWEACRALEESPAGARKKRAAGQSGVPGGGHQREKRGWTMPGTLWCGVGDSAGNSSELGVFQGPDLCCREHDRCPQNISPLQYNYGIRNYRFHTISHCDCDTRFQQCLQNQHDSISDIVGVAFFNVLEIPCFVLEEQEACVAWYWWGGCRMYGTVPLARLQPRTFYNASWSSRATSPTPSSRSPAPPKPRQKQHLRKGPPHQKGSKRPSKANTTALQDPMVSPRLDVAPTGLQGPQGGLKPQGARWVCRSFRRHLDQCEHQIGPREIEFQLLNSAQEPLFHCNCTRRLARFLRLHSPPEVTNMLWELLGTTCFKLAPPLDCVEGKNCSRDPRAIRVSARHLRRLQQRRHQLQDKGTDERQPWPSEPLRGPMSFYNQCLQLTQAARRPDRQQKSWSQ
PLCb3 inh = human PLC-beta3 inhibitors, primary screen, biochemical, fluorescence. 1-phosphatidylinositol 4,5-bisphosphate phosphodiesterase beta-3 (Homo sapiens), Q01970. Purified PLC-beta3, fluorogenic substrate. inhibition, % at 12.2 µM. 370,000 tested, 0.18% active. AID 720704, 2013; in the data active = inhibition above about 11%;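 note: 0% = median of compound wells on plate and 100% = full blocker control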
PLC-gamma1 inh = PLC-gamma1 enzyme inhibitors, primary screen, biochemical, fluorescence, purified enzyme; 370,000 tested, 0.84% active; fluorogenic substrate; inhibition, % at 12.2 µM; 1-phosphatidylinositol 4,5-bisphosphate phosphodiesterase gamma-1 (Homo sapiens), P19174; in the data active = inhibition above about 9.5%
ARFGAP1 inh = inhibitors of rat ARFGAP1 GAP activity, primary screen, biochemical, fluorescence polarization, GDP tracer; AID 651572, 2012; inhibition, % at 16.5 µM; ADP-ribosylation factor GTPase-activating protein 1 (Rattus norvegicus), Q62848; 360,000 tested, 0.26% active; Arfgap1-stimulated ARF1 GTP hydrolysis, GDP FP detection;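 active = inhibition above a per-plate limit, mean inhibition of low control wells plus 3 SD, cut at about 25% in these data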;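 note: 0% = DMSO wells with enzyme and 100% = wells lacking Arfgap1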
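Material: truncated rat Arfgap1 GAP domain; Incubation: compound-enzyme preincubation 20 min, reaction 120 min, detection 60 min, 25 °C; Read-out: percent inhibition of Arfgap1-stimulated GTP hydrolysis; Technique: FP, GDP Alexa 633 tracer displaced from anti-GDP antibody, 620/688 nm; Controls: No-Arfgap1 wells (100%) versus DMSO full-reaction wells (0%); Replication: single well per compound.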
ASAP1 GAP inh = inhibitors of human ASAP1 ArfGAP activity, primary screen, biochemical, fluorescence polarization | inhibition, % at 16.5 µM | 360,000 tested, 0.19% active | ASAP1-stimulated ARF1 GTP hydrolysis, GDP FP detection; in the data active = inhibition above about 25%;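 note: 0% = vehicle with enzyme and substrate and 100% = no enzyme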
Active calls of the source: *.

Values in the order – sPLA2-III inh | ASAP1 GAP inh | PLCb3 inh | Rev-erbA mod | Tn6 DDE FP | DDE Tn7 FP inh | PLC-gamma1 inh | ARFGAP1 inh | UHRF1 binding | KLK7 zymogen act
CC(C)C(CC(=O)N1CCCCC1)C1CCOC(C)(C)C1 (centres undefined)
 : -0.2 | -3.2 | 1.9 | -2.0 | -3.8 | -1.0 | 3.1 | -2.2 | -0.5 | -0.2
Cc1cccc(C(=O)N[C@H](C(=O)Nc2nc(C)cs2)C(C)C)c1
 : -7.0 | -8.2 | -0.8 | -2.2 | -6.6 | -2.6 | 1.5 | -2.0 | -0.5 | 0.1
O=C(COC(=O)c1cc([N+](=O)[O-])ccc1N1CCOCC1)Nc1ncc(Cl)cc1Cl
 : -8.8 | 0.3 | -8.6 | 1.2 | -1.1 | 2.9 | -2.8 | 10.1 | -2.7 | 0.8
COc1ccc(CCNC(=O)CSc2nc3c(c(=O)n(C)c(=O)n3C)n2C)cc1OC
 : 1.2 | -7.2 | -3.4 | 0.5 | -2.1 | 0.6 | 2.0 | 7.3 | 0.8 | 0.4
CC(C)NC(=O)C(c1ccc(F)cc1)N(C(=O)CCC(=O)Nc1ccccn1)c1ccccc1F (centres undefined)
 : -3.0 | 4.8 | -4.2 | -0.3 | -3.7 | 2.0 | -3.8 | 8.8 | 0.1 | 0.5
CC1(C)CC(=O)N(Cc2ccccc2)C(=O)C1
 : 6.9 | 4.1 | -3.3 | -6.5 | -7.4 | 0.2 | 1.1 | 7.1 | 2.7 | -0.6
Clc1cccc(-c2cc3nc4c(c(NCc5ccco5)n3n2)CCCC4)c1
 : -10.7 | 7.0 | -138.0 | 2.9 | -4.7 | -3.0 | -105.5 | 4.1 | -1.5 | -12.4
CCCCNC(=S)N(CCN(C)C)Cc1cc2cc3c(cc2[nH]c1=O)OCCO3
 : 7.3 | 7.8 | -161.4 | 1.7 | -0.2 | 0.3 | -132.5 | 2.5 | 0.4 | 8.0
COc1cc(OC)nc(Oc2ccccc2C(=O)Oc2ccccc2Cl)n1
 : -12.7 | -4.3 | 3.8 | -1.4 | 6.5 | 1.9 | 1.4 | -3.2 | -1.1 | -0.1
COc1ccc(OCCC(=O)OCC(=O)NCc2ccco2)cc1
 : 4.8 | -4.6 | 0.1 | 2.2 | -8.7 | 2.8 | 0.0 | 2.1 | 6.2 | 0.0

A different layout for some results above:
Structure: CC(C)C(CC(=O)N1CCCCC1)C1CCOC(C)(C)C1 (centres undefined)
- sPLA2-III inh = -0.2
- ASAP1 GAP inh = -3.2
- PLCb3 inh = 1.9
- Rev-erbA mod = -2.0
- Tn6 DDE FP = -3.8
- DDE Tn7 FP inh = -1.0
- PLC-gamma1 inh = 3.1
- ARFGAP1 inh = -2.2
- UHRF1 binding = -0.5
- KLK7 zymogen act = -0.2
Structure: Cc1cccc(C(=O)N[C@H](C(=O)Nc2nc(C)cs2)C(C)C)c1
- sPLA2-III inh = -7.0
- ASAP1 GAP inh = -8.2
- PLCb3 inh = -0.8
- Rev-erbA mod = -2.2
- Tn6 DDE FP = -6.6
- DDE Tn7 FP inh = -2.6
- PLC-gamma1 inh = 1.5
- ARFGAP1 inh = -2.0
- UHRF1 binding = -0.5
- KLK7 zymogen act = 0.1

New compounds follow
Values in the order – sPLA2-III inh | ASAP1 GAP inh | PLCb3 inh | Rev-erbA mod | Tn6 DDE FP | DDE Tn7 FP inh | PLC-gamma1 inh | ARFGAP1 inh | UHRF1 binding | KLK7 zymogen act
Cc1ccc(S(=O)(=O)N2CCN(C(=O)N3CCOCC3)CC2)cc1C
 : 14.7 | 14.0 | -6.0 | 4.1 | 3.2 | 2.5 | -0.6 | 12.3 | 8.3 | -0.2
CC1CCN(C(=O)c2[nH]cnc2C(=O)N[C@@H](C)c2ccccc2)CC1
 : -0.9 | 2.7 | 0.9 | -1.1 | 9.8 | 1.5 | 2.3 | 10.9 | 1.7 | 0.0
O=C(NC1CCN(S(=O)(=O)c2ccc(F)cc2)CC1)c1ccco1
 : 0.9 | 9.4 | 2.8 | 3.9 | -1.1 | 3.7 | 0.1 | 8.6 | 1.0 | -0.6
COC(=O)c1ccc(CN2CCCC(CCC(=O)NCc3ccc(C)o3)C2)cc1 (centres undefined)
 : -15.3 | -9.0 | -1.6 | 2.6 | -8.0 | -9.8 | 6.9 | 4.9 | 4.0 | 0.1
N/C(=N\OC(=O)c1cccs1)c1ccc(Cl)cc1
 : 1.1 | 11.0 | 2.2 | -1.6 | -2.0 | 2.1 | 0.6 | 6.2 | -0.6 | 0.1
COc1ccc(C(C)(NC(C)=O)c2nc(-c3cc(F)cc(F)c3)cs2)cc1 (centres undefined)
 : -16.8 | -10.3 | -0.3 | 2.3 | 1.1 | -0.9 | -1.0 | 4.0 | -0.6 | 0.2
Cn1cc(C(=O)NCc2ccc(Cl)cc2)c(=O)c2cc(S(=O)(=O)N3CCOCC3)ccc21
 : -2.4 | 7.5 | -4.9 | 8.2 | -1.9 | 4.3 | 4.2 | 2.8 | -1.7 | 0.2
CCOc1ccc(CCNC(=O)CCNC(=O)c2ccco2)cc1OCC
 : -1.5 | -5.3 | -1.5 | -3.4 | 0.4 | -0.4 | -1.6 | -6.8 | 0.4 | 0.2
Cc1nn(C(=O)c2cccnc2)c(C)c1Sc1ccccc1
 : -2.9 | -6.0 | 2.2 | -3.4 | -2.9 | -5.3 | 5.8 | 3.2 | -0.9 | -0.2
CCOC(=O)C1=C(C)NC(=O)NC1C1CC=CCC1 (centres undefined)
 : 0.1 | -6.4 | 1.3 | -9.9 | 7.5 | -0.2 | 3.6 | -5.9 | -2.4 | 0.3
CCOC(=O)C1CCN(C(=O)Cc2c(C(=O)O)n(C)c3ccccc23)CC1
 : 1.7 | -7.8 | -8.8 | -3.0 | -1.4 | -5.0 | -7.8 | 0.0 | -0.8 | 0.4
O=S1(=O)CCO[C@H]2Cc3ccccc3[C@H]2N1Cc1ccc(F)cc1
 : -1.9 | -3.0 | 1.3 | 2.9 | 8.0 | 0.0 | 0.9 | -4.1 | -2.2 | 0.8
COC(=O)C(CCSC)NC(=O)c1cc2c(n(-c3ccccc3)c1=O)CCCC2=O (centres undefined)
 : -1.9 | -8.2 | -10.2 | -5.5 | 7.9 | 14.9* | -0.3 | 1.1 | 0.4 | 0.1
Cc1cc2c3c([nH]c2cc1S(=O)(=O)NCCCOC(C)C)CC(C)(C)CC3=O
 : -5.0 | 3.8 | -1.5 | 1.5 | -6.1 | -4.8 | -0.4 | 15.9 | -1.3 | 0.8
COc1ccc(Nc2nnc(C)c(=O)[nH]2)cc1
 : -1.3 | -1.7 | 0.2 | 0.2 | 4.0 | 3.3 | 1.2 | 9.6 | -0.9 | 0.4
Cc1nn2c(-c3ccncc3)nnc2c2ccccc12
 : 10.6 | 0.7 | -1.1 | -3.6 | 4.5 | 8.6 | 0.9 | 4.3 | -10.9 | -0.3
CCCc1cc(=O)[nH]c(SCC(=O)Nc2cc(S(=O)(=O)N3CCCCC3)ccc2Cl)n1
 : -24.3 | -4.5 | -7.3 | -10.1 | 2.7 | -1.2 | -3.2 | -12.1 | 0.5 | 0.9
COC(=O)CN1C(=O)C2(C(C#N)=C(N)Oc3c2c(C)nn3-c2ccccc2)c2ccccc21 (centres undefined)
 : -29.9 | 9.7 | 0.8 | 7.9 | -0.1 | 0.2 | 4.1 | 0.8 | -7.6 | -0.8
CCCNC(=O)C1(C)CCCN(Cc2ccc(Cl)cc2)C1 (centres undefined)
 : 3.8 | 18.6 | 2.1 | -7.7 | -0.8 | -7.2 | -2.7 | 7.2 | 16.6 | 0.4
CCCOc1ccc(CNCCCOCC)cc1OC
 : 0.0 | 10.5 | -0.7 | -3.4 | 4.0 | 2.7 | 1.1 | 0.1 | 0.6 | 0.1
O=C(CCSCc1cccc(Cl)c1)NCCC1=CCCCC1
 : -8.4 | -10.0 | -3.1 | -3.4 | -11.6 | 1.6 | -1.3 | -3.5 | -1.4 | 0.6
Cc1ccc(SCC(=O)NC(C)c2ccccc2)cc1 (centres undefined)
 : -4.2 | 13.2 | -6.7 | 1.7 | -1.2 | 2.1 | -0.8 | 3.2 | 0.7 | 0.2
O=C(c1cnn2c(C(F)(F)F)cc(-c3cccs3)nc12)N1CCN(C(c2ccccc2)c2ccccc2)CC1
 : 10.9 | 6.6 | -88.9 | 2.8 | 1.2 | 8.3 | -66.8 | -5.7 | 1.1 | -2.3
Cc1ccc(C)c(N(CC(=O)N(C)C)S(C)(=O)=O)c1
 : 4.8 | -6.4 | 2.3 | 3.1 | -1.5 | 1.2 | 3.0 | -0.7 | 3.4 | 0.4
COC(=O)[C@@]1(Cc2ccc(OC)cc2)[C@H]2c3cc(C(=O)N4CCCC4)n(Cc4ccccn4)c3C[C@H]2CN1C(=O)c1ccccc1
 : -3.0 | 8.0 | -35.6 | 7.7 | -6.0 | 2.5 | -24.0 | -2.1 | 0.7 | 1.8
CCN(CC(=O)NCc1ccc(Cl)cc1)C(=O)Cc1ccc(OC)cc1
 : -2.1 | -7.6 | -2.9 | -5.6 | -4.5 | 2.2 | -3.3 | 7.8 | 0.7 | -0.4
COc1ccc(NC(=O)CN(C)C(=O)c2c(C)nn(-c3ccccc3)c2Cl)cc1
 : 8.4 | -1.9 | -9.0 | -2.8 | -1.7 | -2.4 | 4.1 | 5.3 | 4.5 | 0.6
CC(C)Cc1nnc(NC(=O)CCC(=O)Nc2ccccc2F)s1
 : -8.9 | 1.0 | -9.0 | 1.8 | 1.1 | -2.6 | 0.6 | -3.9 | -0.4 | 0.1
COc1cccc(-c2nc(CS(=O)(=O)CC(=O)NCCCN3CC(C)CC(C)C3)c(C)o2)c1 (centres undefined)
 : -2.7 | -0.2 | -10.2 | -4.3 | -6.8 | -5.2 | 0.0 | 14.1 | 7.2 | -0.1
CS(=O)(=O)N1CCN(c2ccccc2NC(=O)c2ccc3c(c2)OCCO3)CC1
 : -4.4 | 7.2 | 0.3 | 4.0 | 2.5 | 0.7 | 1.4 | 8.2 | 3.0 | 0.1
O=C(N1CCCC1)n1c(Cc2ccccc2)nc2ccccc21
 : 6.5 | -2.1 | 3.3 | 5.5 | -6.5 | -14.3 | -0.2 | 6.3 | -3.0 | -0.3
